# ABHD5 PLIN5 PPI: ABHD5-PLIN5 interaction inhibitors, primary screen, cell lysate, split luciferase complementation, luminescence | Perilipin-5 (Homo sapiens) + 1-acylglycerol-3-phosphate O-acyltransferase ABHD5 (Homo … | Split G. princeps luciferase complementation, 4 h | AID 602281, 2012 | actives 0.78% (n = 360,000) | inhibition, % at 4 µM;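 active means inhibition above the mean inhibition across every tested compound plus 3 SD, cut at about 22% in these data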;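 further: 0% = DMSO only wells and the 100% control is not disclosed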
# H9c2 protect: cardioprotection against H2O2-induced cell death, primary screen, uHTS, H9c2 cells, ATPLite luminescence; H9c2 cardiomyocytes, H2O2 injury protection, 2 h; protection from H2O2 cell death, % at 20 µM; actives 0.63% (n = 360,000); AID 588492, 2011;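 active means compounds giving at least 50% protection of heart cells from peroxide-induced death in the single-dose screen, raw or plate-pattern-corrected value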;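 further: 0% = DMSO wells with peroxide and 100% = DMSO wells without peroxide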
# Granule exo inh: LAMP-1 surface exposure blockers, TALL-104 cells – cell-based, flow cytometry, MLPCN library, primary screen; actives 0.66% (n = 360,000); inhibition, % at 10 µM; TALL-104 LAMP-1 surface exposure; cells stimulated with thapsigargin and PMA;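 active means inhibition above about 55%, limit read from the data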
# PDI turbidity: inhibitors of human PDI, primary screen, biochemical, turbidity, single point, plate reader; Protein disulfide-isomerase (Homo sapiens), P07237; PDI insulin aggregation turbidity, A650, 90 min; inhibition, % at 10 µM; actives 0.052% (n = 350,000);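 active means mean inhibition across replicates of 30% or more, whatever share of single replicates reach that level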;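 further: absorbance from insulin aggregation driven by PDI reduction with DTT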
# CaV13 ICDI inh: Disruptors of the CACNA1D IQ motif to Ca2+-dependent inactivation inhibitor domain association, primary screening, Förster resonance energy transfer in intact living …; actives 0.098% (n = 340,000); HEK cells, CFP/YFP FRET ICDI-IQ, plate reader, 10 min; percent FRET-ratio fall versus neutral wells; inhibition, % at 12.3 µM; AID 743397;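 active means mean replicate inhibition of at least 30% and at least 1% of replicates passing that level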;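 further: 0% = median of the neutral control wells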
# MC4R antagonist: MC4R antagonists of cAMP signaling, primary screen, cell-based, TR-FRET, antagonist arm of biased-ligand search. MC4R-expressing cells, MTII-stimulated cAMP, LANCE TR-FRET. inhibition, % at 6.5 µM. AID 540295, 2011. actives 0.48% (n = 360,000);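 active means inhibition above its plate's cutoff, the mean of tested wells on that plate plus 3 SD, cut at about 29% in these data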;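 further: 0% = Melanotan II alone and 100% = Melanotan II plus saturating MCL0020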
# Target sequence (P32245 whole entry, looked up): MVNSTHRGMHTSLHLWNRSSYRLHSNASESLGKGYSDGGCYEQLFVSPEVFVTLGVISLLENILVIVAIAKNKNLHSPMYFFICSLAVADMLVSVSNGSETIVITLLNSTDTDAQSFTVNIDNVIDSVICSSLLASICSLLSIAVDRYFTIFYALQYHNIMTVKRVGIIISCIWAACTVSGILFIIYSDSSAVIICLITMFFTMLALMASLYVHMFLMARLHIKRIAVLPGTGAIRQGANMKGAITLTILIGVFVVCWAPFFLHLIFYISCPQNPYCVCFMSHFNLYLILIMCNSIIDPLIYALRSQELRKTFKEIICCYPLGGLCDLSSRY
#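 material = U2OS cells stably expressing human melanocortin 4 receptor (MC4R) | also added = Melanotan II challenge | dosing = single nominal compound dose of 6.5 µM | detection = TR-FRET with Eu-cAMP and labeled anti-cAMP, 671 nm | replication = singlicate | timing = compound 30 min, challenge 1 h, detection 1 h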
# N-glyco inh: increase of ERlucT glycosylation luciferase signal, primary screen, N-linked glycosylation inhibitor project, D54 ERlucT cells, luminescence, set 2. actives 0.23% (n = 360,000). reporter increase, % at 12.5 µM. D54 ERlucT glycosylation luciferase reporter, 24 h; percent of 100 nM tunicamycin response;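 active means mean luciferase reporter signal, scaled so untreated is 0 and the glycosylation-blocking control 100, at or above a set limit in every replicate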;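 further: luciferase carries N-glycosylation sites so blocking glycosylation raises the light; 0% = median of neutral control wells and 100% = median of 100 nM tunicamycin wells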
# ABCB6 inh MLPCN: ABCB6 transporter inhibitors, primary screen, K562-ABCB6 cells, flow cytometry, MLPCN library; ATP-binding cassette sub-family B member 6 (Homo sapiens), Q9NP58; K562-ABCB6 porphyrin accumulation, 1 h; hits give low values; fluorescence ratio to DMSO, % at 10 µM; actives 0.19% (n = 360,000); AID 602162, 2011;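 active means fluorescence ratio to DMSO below 75%, the collection mean minus 3 SD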;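 further: signal is porphyrin accumulated inside mitochondria; 100% equals median channel fluorescence of DMSO control wells; lower ratio means ABCB6 inhibition with less porphyrin fluorescence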
# MC4R barr agon: MC4R agonists recruiting beta-arrestin, primary screen, cell-based, luminescence, agonist arm of biased-ligand search; actives 0.98% (n = 360,000); Melanocortin receptor 4 (Homo sapiens), P32245; activation, % at 8.9 µM; U2OS MC4R beta-arrestin complementation; percent of melanotan II response, DMSO zero;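 active means activation above a per-plate cutoff, the mean activation of sample wells on that plate plus 3 SD, cut at about 8% in these data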
# m5-HT2A agonist: mouse Htr2a agonists via beta-arrestin recruitment, primary screen, cell-based, luminescence | CHO-K1 mHTR2A beta-arrestin complementation; percent of 30 µM serotonin response | activation, % at 7.6 µM | actives 0.66% (n = 360,000) | AID 624169, 2012;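 active means activation above a run cutoff, the mean activation of all tested compounds plus 3 SD, cut at about 14% in these data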;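 further: 0% = plate median of compound wells and 100% = 30 µM serotonin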
# Target sequence (P35363 whole entry, looked up): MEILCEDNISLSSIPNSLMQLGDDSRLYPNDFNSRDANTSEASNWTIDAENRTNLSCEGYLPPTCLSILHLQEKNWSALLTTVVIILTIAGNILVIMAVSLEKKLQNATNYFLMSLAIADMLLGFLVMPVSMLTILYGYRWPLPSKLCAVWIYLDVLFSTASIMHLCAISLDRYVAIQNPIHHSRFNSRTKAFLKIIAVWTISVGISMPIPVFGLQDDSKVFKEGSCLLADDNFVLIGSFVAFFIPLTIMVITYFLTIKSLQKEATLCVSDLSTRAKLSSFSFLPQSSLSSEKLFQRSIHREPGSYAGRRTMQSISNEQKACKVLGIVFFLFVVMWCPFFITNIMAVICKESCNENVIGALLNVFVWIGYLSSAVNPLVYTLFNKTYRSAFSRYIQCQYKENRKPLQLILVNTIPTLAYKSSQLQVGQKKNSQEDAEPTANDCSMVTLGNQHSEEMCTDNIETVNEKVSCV
# Numbers without * were called inactive; x = no result given.
Compound	ABHD5 PLIN5 PPI	H9c2 protect	Granule exo inh	PDI turbidity	CaV13 ICDI inh	MC4R antagonist	N-glyco inh	ABCB6 inh MLPCN	MC4R barr agon	m5-HT2A agonist
CCn1ncc([N+](=O)[O-])c1C(=O)N1CCc2ccccc2C1	1	-2	-4	1	-20	-3	2	94	-0.7	1
CCOC(=O)N1CCC(NC(=O)C2CCN(S(=O)(=O)c3cnc[nH]3)CC2)CC1	-6	-4	1	-6	-4	5	2	91	-1.2	5
CCCCCCOc1ccc(OCC(O)CN2C(=O)NC(C)(C)C2=O)cc1 (stereo unspecified)	1	-8	-1	6	-10	2	0	101	-1.3	6
CCN1CCN(C(=O)c2ccccc2NS(=O)(=O)c2ccc(Cl)cc2)CC1	-3	-6	-3	-4	-4	10	0	94	-2.9	-3
COc1ccc(F)cc1S(=O)(=O)Nc1cccc(C(=O)O)c1	0	7	-1	-1	-14	2	4	92	-0.9	-1
Cc1cc(Cl)ccc1NC(=O)CCC(=O)N/N=C/c1cccnc1	5	6	32	-2	-11	9	3	105	-2.4	-1
O=C(CSc1nnc(NC(=O)c2ccco2)s1)NCc1ccc2c(c1)OCO2	0	-1	-4	6	-5	-2	3	96	-2.3	3
COc1ccc(S(=O)(=O)N(C)CC(=O)NC2CCCCC2)cc1Cl	7	-2	0	2	-8	-5	2	94	-1.0	1

# The list goes on, overlapping the part above by two compounds.
Compound	ABHD5 PLIN5 PPI	H9c2 protect	Granule exo inh	PDI turbidity	CaV13 ICDI inh	MC4R antagonist	N-glyco inh	ABCB6 inh MLPCN	MC4R barr agon	m5-HT2A agonist
O=C(CSc1nnc(NC(=O)c2ccco2)s1)NCc1ccc2c(c1)OCO2	0	-1	-4	6	-5	-2	3	96	-2.3	3
COc1ccc(S(=O)(=O)N(C)CC(=O)NC2CCCCC2)cc1Cl	7	-2	0	2	-8	-5	2	94	-1.0	1
COC(=O)C(Cc1ccccc1)NC(=O)CNS(=O)(=O)c1ccc(Br)cc1 (stereo unspecified)	3	2	-1	3	6	5	1	99	-2.0	6
c1ccc(Oc2ccc3ccccc3n2)cc1	-6	-10	0	-3	-18	-5	1	100	-2.0	-4
Cc1cc(NC(=O)c2cc(-c3ccc(C)s3)nc3ccccc23)no1	-5	5	-4	-13	-8	-6	2	100	1.1	5
Cc1ccccc1NC(=O)COC(=O)c1cccnc1	2	3	1	1	5	9	2	104	-2.7	0
CN=c1scc(C)n1/N=C/c1cc(Br)c(O)c(OC)c1	-8	-4	3	-3	-1	-4	-1	99	-2.4	-6
O=C(COC(=O)/C=C/c1ccco1)Nc1ccccc1	2	-2	-6	4	-15	-1	3	98	-1.8	3
c1coc(CN2CCN(C(c3cccs3)c3nnnn3C3CCCC3)CC2)c1 (stereo unspecified)	-5	-4	2	-5	x	7	0	100	-0.7	-5
COc1ccc(CN(C)CCCn2cnc(C(=O)Nc3ccc(C)c(C)c3)n2)cc1OC	6	1	-1	-9	-3	5	2	98	1.1	-7
c1ccc(-c2nc3ccccc3c3nncn23)cc1	4	2	-3	-4	-3	1	2	93	-1.2	4
COc1ccccc1/C=C/CN1CCCC(CCC(=O)NCc2ccc(F)c(F)c2)C1 (stereo unspecified)	3	-2	2	-9	-6	6	1	98	-1.5	-9
CCOC(=O)COc1cc(O)c2c(=O)cc(-c3ccccc3)oc2c1	4	-2	0	6	-1	3	-1	98	-0.1	4
O=C(NNC(=O)c1ccncc1)Nc1cccc([N+](=O)[O-])c1	-7	8	90*	2	-4	11	-1	100	1.2	5
CCOC(=O)C1=C(C)Nc2ccccc2N/C1=N\S(=O)(=O)c1ccccc1	0	10	3	5	-5	7	-1	102	1.3	2
N#C/C(=C/c1ccc(OCc2ccccc2)cc1)C(=O)NC1CCCCC1	-1	-2	-1	1	-4	-12	0	84	-0.9	7
C/C(=C(\C#N)C(=O)NCCCN1CCOCC1)N(C)C	-3	12	2	4	-5	2	-1	99	-2.1	0
CCc1c(C)nc2ncnn2c1N1CCC(C(=O)Nc2cccc(C(C)=O)c2)CC1	5	4	0	-18	-4	14	4	88	-1.4	4
NC(=O)C1CCN(CC(=O)Nc2ccc3c(c2)OCCO3)CC1	2	3	0	-9	-6	9	3	101	-1.4	-2
CCOC(=O)/C(C#N)=C/c1cn(CCC(=O)O)nc1-c1ccc(Br)cc1	4	-1	-1	-4	-7	14	0	205	-1.8	-1
CC(=O)Nc1ccc(C(=O)N2CCCC(c3cc(C(=O)Nc4ccccc4)no3)C2)cc1 (stereo unspecified)	-3	1	2	1	-5	4	-6	88	-1.1	9
COC(=O)CCCCCNc1ccc(C(=O)OC)cc1N	0	-11	-4	7	-1	-2	0	160	-0.2	1
Cn1c(SCC(=O)NC(c2ccccc2)c2ccccc2)nnc1-c1cccs1	1	-6	2	-7	x	-4	-1	90	-1.9	-3
Cc1ccc(NC(=O)C(NS(=O)(=O)c2cccc3nsnc23)C(C)C)nc1 (stereo unspecified)	-6	-10	-4	2	-5	-3	-1	101	-1.7	7
CCOC(=O)c1nnsc1NC(C)=O	-2	12	-1	-3	x	3	-2	94	-2.6	-2
COc1ccc(N(CC(=O)N2CCCCC2)S(=O)(=O)c2ccccc2)c(OC)c1	-4	4	-5	-12	-8	28	-2	95	1.7	0
N#Cc1c(NC(=O)CSc2nc3ccccc3s2)sc2c1CCCC2	-8	-18	7	-4	-4	1	-3	85	1.4	1
Nc1ccn([C@@H]2O[C@H](C(=O)NCC(F)(F)F)[C@@H](O)[C@H]2O)c(=O)n1	0	5	-3	x	-6	x	4	99	x	3
CCOC(=O)[C@@H]1[C@H]2COc3cc(OC)ccc3[C@H]2N2C(=O)N(c3ccc(C(F)(F)F)cc3)C(=O)[C@@]12C	0	-2	-4	-12	-6	1	-1	90	0.1	-4
CC(=O)C1CCC2C3CCC4CC(=O)CCC4(C)C3C(C)(O)CC12C (stereo unspecified)	-3	-1	-4	-1	-5	7	3	102	0.1	-2
C=CC[n+]1c(-c2ccc(OCC)cc2)csc1NNC(=O)Nc1ccccc1	-6	-24	-2	8	-6	0	-4	98	3.0	0
CCCCSc1nnc2c(n1)OC=Nc1ccccc1-2	3	-6	0	-4	-6	20	1	91	-0.7	-2
CC(OC(=O)CN1C(=O)C2CCCCC2C1=O)C(=O)Nc1ncc(Cl)cc1Cl (stereo unspecified)	7	10	1	-12	-4	-1	3	93	-2.2	0
CC1(C(=O)NCc2ccc3c(c2)OCO3)CCN1C(=O)C1(c2ccc(Cl)cc2)CC1 (stereo unspecified)	5	-3	0	-17	-5	0	-3	90	-2.8	-1
Cc1ccc(C)c(OCCC(=O)N(C)CC(=O)Nc2c(C)cccc2C)c1	1	0	3	-7	-3	3	-1	100	-1.9	-3
CCC(C)n1c(SCC(=O)NC2CCCC2)nc2ccccc2c1=O (stereo unspecified)	2	-1	2	6	-7	4	-1	101	-0.8	3
COc1ccc(NC(=O)CCCC(=O)NCCc2ccc(OC)c(OC)c2)cc1	0	0	-5	2	-4	4	4	96	-0.7	3
Cc1cc(CNC(=O)C2CCC(=O)N(Cc3ccccc3F)C2)on1 (stereo unspecified)	0	1	0	2	-10	0	1	100	-3.9	-1

# In the list so far, 8 contain an aryl methoxy group.
Compound	ABHD5 PLIN5 PPI	H9c2 protect	Granule exo inh	PDI turbidity	CaV13 ICDI inh	MC4R antagonist	N-glyco inh	ABCB6 inh MLPCN	MC4R barr agon	m5-HT2A agonist
COc1ccc(F)cc1S(=O)(=O)Nc1cccc(C(=O)O)c1	0	7	-1	-1	-14	2	4	92	-0.9	-1
COc1ccc(S(=O)(=O)N(C)CC(=O)NC2CCCCC2)cc1Cl	7	-2	0	2	-8	-5	2	94	-1.0	1
CN=c1scc(C)n1/N=C/c1cc(Br)c(O)c(OC)c1	-8	-4	3	-3	-1	-4	-1	99	-2.4	-6
COc1ccc(CN(C)CCCn2cnc(C(=O)Nc3ccc(C)c(C)c3)n2)cc1OC	6	1	-1	-9	-3	5	2	98	1.1	-7
COc1ccccc1/C=C/CN1CCCC(CCC(=O)NCc2ccc(F)c(F)c2)C1 (stereo unspecified)	3	-2	2	-9	-6	6	1	98	-1.5	-9
COc1ccc(N(CC(=O)N2CCCCC2)S(=O)(=O)c2ccccc2)c(OC)c1	-4	4	-5	-12	-8	28	-2	95	1.7	0
CCOC(=O)[C@@H]1[C@H]2COc3cc(OC)ccc3[C@H]2N2C(=O)N(c3ccc(C(F)(F)F)cc3)C(=O)[C@@]12C	0	-2	-4	-12	-6	1	-1	90	0.1	-4
COc1ccc(NC(=O)CCCC(=O)NCCc2ccc(OC)c(OC)c2)cc1	0	0	-5	2	-4	4	4	96	-0.7	3

# Source: PubChem BioAssay (several laboratories)

# Rows are unselected; overall some 4.2% were active at least once.
